HSF-1 act: HSF-1 activators, primary screen, NIH3T3-HGL cells, MG132 stress, luminescence, single point | NIH3T3-HGL HSF-1 luciferase reporter, 8 h; 100% = twice DMSO control signal | activation, % at 9 µM | hit rate 1.7% among 300,000 | AID 504408, 2011;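 active = mean replicate activation of at least 50% with a set share of replicates each reaching 50%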;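 note: 0% = median of the neutral control wells and 100% = twice that signal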
PolyA inhibitor: polyadenylation inhibitors in yeast reporter cells, primary screen, luminescence, S. cerevisiae. S. cerevisiae SKY197-pL101 polyadenylation reporter, beta-gal luminescence; efflux-impaired pdr1/pdr3 knockout yeast; score 100 = 6 SD above DMSO. calls only at 12 µM. hit rate 0.02% among 300,000. AID 1875, 2009;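 active = lowest replicate activity score at least 50, where 100 means six control SD above control mean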;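 note: yeast exposed to compound for 9 h at 30 °C; higher score means more reporter readthrough which indicates perturbed polyadenylation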
GSK3 alpha inh: blockers of GSK3A enzyme activity – biochemical, luminescence, cell-free homogeneous, HTS, primary screen | Glycogen synthase kinase-3 alpha (Homo sapiens), P49840 | inhibition, % at 10 µM | hit rate 0.1% among 320,000 | AID 2650, 2010 | GSK-3 alpha kinase, ADP-Glo luminescence, 60 min;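 in the data active = inhibition above about 50%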;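 note: GST-tagged GSK-3 alpha with peptide substrate and 25 µM ATP; 0% = DMSO neutral wells and 100% = GW8510 positive control wells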
Target sequence (P49840 whole entry, looked up): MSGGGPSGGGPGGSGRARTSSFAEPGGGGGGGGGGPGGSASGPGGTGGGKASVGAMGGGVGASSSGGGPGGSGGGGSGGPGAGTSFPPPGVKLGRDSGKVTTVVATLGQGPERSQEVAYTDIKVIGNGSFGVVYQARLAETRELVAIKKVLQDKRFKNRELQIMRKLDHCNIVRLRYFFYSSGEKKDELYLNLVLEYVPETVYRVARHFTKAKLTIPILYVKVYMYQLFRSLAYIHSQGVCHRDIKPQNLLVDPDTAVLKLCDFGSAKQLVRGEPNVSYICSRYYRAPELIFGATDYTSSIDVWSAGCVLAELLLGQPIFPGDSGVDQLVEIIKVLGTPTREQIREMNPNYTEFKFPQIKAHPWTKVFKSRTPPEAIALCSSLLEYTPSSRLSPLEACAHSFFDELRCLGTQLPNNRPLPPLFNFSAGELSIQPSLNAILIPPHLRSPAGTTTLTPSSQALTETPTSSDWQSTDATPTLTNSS
HSF1 inh: HSF1 inhibitors in luciferase reporter cells, primary screen, cell-based, NIH3T3, luminescence. NIH3T3-HGL HSE-luciferase, MG132-induced, luminescence 8 h; active compounds read low. activity change, negative = inhibition, % at 7.5 µM (by protocol). hit rate 0.77% among 300,000. AID 2098, 2009;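 active = more than half of replicate wells show activity change below -50%, luminescence cut by over half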;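 note: luciferase reports HSF-1 transcriptional activity via heat shock element; 0% = median of DMSO wells and -100% = zero luminescence signal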
GSK3beta inhib: human GSK3beta kinase inhibitors, primary screen, biochemical, cell-free homogeneous, HTS. GST-GSK3beta kinase, ADP-Glo luminescence, 60 min; active compounds read low. activity score (negative = inhibition), % at 10 µM. hit rate 0.038% among 300,000;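 active = more than half of replicate wells score below -50%, meaning over 50% inhibition versus plate controls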;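 note: 0% = median DMSO wells and -100% = median GW8510 positive control wells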
Target sequence (P49841 whole entry, looked up): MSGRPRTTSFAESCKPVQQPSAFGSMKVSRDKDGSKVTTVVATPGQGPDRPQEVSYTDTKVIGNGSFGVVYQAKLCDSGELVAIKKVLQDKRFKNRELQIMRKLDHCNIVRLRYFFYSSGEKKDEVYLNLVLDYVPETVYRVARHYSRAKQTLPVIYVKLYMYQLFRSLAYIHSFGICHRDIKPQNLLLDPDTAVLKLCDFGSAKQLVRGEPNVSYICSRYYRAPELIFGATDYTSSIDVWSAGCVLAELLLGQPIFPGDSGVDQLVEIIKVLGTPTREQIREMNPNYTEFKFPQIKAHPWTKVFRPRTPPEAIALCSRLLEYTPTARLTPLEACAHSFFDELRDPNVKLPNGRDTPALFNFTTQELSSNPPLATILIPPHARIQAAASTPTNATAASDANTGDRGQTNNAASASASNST
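Test system – GST-tagged human GSK3beta kinase, cell-free · Incubation – 60 min enzyme reaction, room temperature · Signal – ADP-Glo luminescence · Also added – peptide substrate and ATP at 25 µM · Controls – DMSO neutral wells and GW8510 at 20 µM as positive · Buffer or medium – Tris/MgCl2 kinase buffer · Measure – Luminescence-derived activity versus plate DMSO and GW8510 wells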
HSP90 inh: HSP90 inhibitors, primary screen, cell lysate, luminescence; Rabbit reticulocyte lysate, luciferase refolding luminescence, 3 h; inhibition, % at 5.6 µM; hit rate 0.91% among 290,000; AID 1789, 2009;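 active = inhibition above the screen-wide mean plus 3 SD, computed separately per campaign, cut at about 16% in these data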;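 note: 0% = DMSO wells and 100% = 60 µM geldanamycin wells; inhibitors lower the luminescence because luciferase stays unfolded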
IEC-6 cytotox: cytotoxicity in IEC-6 intestinal epithelial cells, primary screen, cytotoxicity control for KLF5 inhibitor project, cell-based, luminescence; hit rate 0.78% among 290,000; IEC-6 cytotoxicity, luminescence viability; AID 1825, 2009; inhibition, % at 5 µM; in the data active = inhibition above about 22%;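 note: 0% = plate median of test compound wells and 100% = cytotoxic reference compound wells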
AI-2 QS mod: Vibrio harveyi AI-2 quorum sensing modulators, primary screen, JMH597 strain, luminescence/OD600 ratio; Vibrio harveyi JMH597 AI-2 luminescence/OD600 ratio, 9 h; active compounds read low; strain lacks LuxN and CqsS sensors; 0 = neutral-control median; activity change, % at 7.5 µM; hit rate 0.4% among 300,000; AID 2094, 2009; in the data active = activity change below about -75%, passing the limit was not always enough;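 note: luminescence divided by OD600 gain over 9 h not by final OD600 alone; inactives centre near 13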
KLF5 inh: KLF5 expression inhibitors, primary screen, DLD-1 cells, luminescence. hit rate 0.23% among 290,000. DLD-1 KLF5 promoter-luciferase reporter. inhibition, % at 5 µM;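 active = inhibition above a per-plate limit of that plate's mean compound inhibition plus 3 SD, cut at about 60% in these data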;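 note: 0% = DMSO wells and 100% = LY294002 at 200 µM; higher means less KLF5 promoter-driven luciferase light; inactives centre near -14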
aSyn 5UTR inh: MLPCN primary screen, SNCA 5' untranslated region | alpha-synuclein 5'UTR reporter, inhibitor activity | inhibition, % (tested at 7.5 µM) | hit rate 0.82% among 300,000 | AID 1813, 2009; in the data active = inhibition above about 60%;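 note: H4 neuroglioblastoma cells stably carrying SNCA 5'UTR luciferase fusion; 0% = DMSO wells and 100% = positive control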
* hit, by the source's call; i = inactive; · = not tested or not shown.

SMILES | HSF-1 act | PolyA inhibitor | GSK3 alpha inh | HSF1 inh | GSK3beta inhib | HSP90 inh | IEC-6 cytotox | AI-2 QS mod | KLF5 inh | aSyn 5UTR inh
O=C(NC1CCCC1)C1CCCN1C(=O)Nc1ccc(Cl)cc1 (stereo unspecified) | 5 | i | -4 | -5 | -2 | 0 | 1 | 36 | 12 | 8
CC1(NC(=O)c2cc(-c3cccs3)nn2-c2ccccc2)CCS(=O)(=O)C1 (stereo unspecified) | -18 | i | -1 | 4 | -2 | · | · | 18 | · | 8
CCc1ccc(CCC(=O)Nc2ccc(C)cc2C)o1 | 3 | i | -1 | -3 | 2 | -1 | -2 | 17 | 3 | -4
COc1ccc(Cc2nnc(NC(=O)c3ccc(OC)cc3OC)s2)cc1 | 48 | i | -2 | 10 | 1 | 0 | -5 | 10 | -79 | -62
Cc1cnc(C(=O)OC(C)C(=O)Nc2ccc(Cl)cn2)cn1 (stereo unspecified) | -19 | i | 3 | 2 | -6 | · | · | 8 | · | -4
COc1ccc(CCNC(=O)CS(=O)(=O)c2cn(CC(=O)N3CCCC3)c3ccccc23)cc1OC | -1 | i | · | 1 | -2 | 1 | 5 | -15 | -19 | 2
Cc1ccc(NC(=O)Cn2c(O)c(N=NC(=O)c3cc([N+](=O)[O-])ccc3O)c3ccccc32)cc1 | 16 | i | -3 | -3 | 1 | 0 | -6 | -19 | -19 | -7
CC(C)N(Cc1ccccc1)CC(O)COc1ccc(S(=O)(=O)N2CCOCC2)cc1Cl (stereo unspecified) | -11 | i | -2 | -7 | -1 | 1 | 5 | 5 | 10 | -7
Cc1nc2c(n1O)CCC/C2=N\O | -1 | i | 0 | -7 | -3 | 4 | -1 | 31 | -5 | 8
Cc1ccc(S(=O)(=O)NCC(=O)N(CC(=O)NCC2CCCO2)c2ccc(Cl)cc2)cc1 (stereo unspecified) | 5 | i | 1 | 4 | 1 | 0 | 2 | 15 | -13 | 0
O=C(C1=C[C@@H]2[C@H]3C(=O)N(c4cccc(Cl)c4)C(=O)[C@H]3[C@@H](C(=O)c3ccc(Cl)cc3)N2C=C1)c1ccccc1 | 0 | i | 1 | 5 | 1 | 2 | -3 | 32 | 0 | -8
COc1ccc(-c2cc3nc(-c4ccccc4)cc(N4CCC(O)CC4)n3n2)cc1 | 20 | i | -3 | 16 | -4 | 4 | 8 | 6 | -6 | -11
CCOc1ccc(OCC)c(NC(=O)C2CCCN(S(=O)(=O)c3c(C)n[nH]c3C)C2)c1 (stereo unspecified) | 20 | i | -1 | 14 | 1 | 1 | 3 | 17 | -2 | 5
CC(=O)C1=C(O)C(=O)N(Cc2ccccc2)C1c1ccco1 (stereo unspecified) | 5 | i | 0 | 0 | 0 | 1 | -1 | 31 | -16 | 24
CC(C)CNC(=S)N(Cc1ccco1)Cc1cc2cc3c(cc2[nH]c1=O)OCCO3 | 7 | i | 3 | 5 | 3 | -4 | -7 | 18 | 6 | -3

One compound at a time (already shown). Order of screens: HSF-1 act | PolyA inhibitor | GSK3 alpha inh | HSF1 inh | GSK3beta inhib | HSP90 inh | IEC-6 cytotox | AI-2 QS mod | KLF5 inh | aSyn 5UTR inh
CC(C)N(Cc1ccccc1)CC(O)COc1ccc(S(=O)(=O)N2CCOCC2)cc1Cl (stereo unspecified) is listed as -11 | i | -2 | -7 | -1 | 1 | 5 | 5 | 10 | -7
Cc1cnc(C(=O)OC(C)C(=O)Nc2ccc(Cl)cn2)cn1 (stereo unspecified) is listed as -19 | i | 3 | 2 | -6 | · | · | 8 | · | -4

New compounds follow:
SMILES | HSF-1 act | PolyA inhibitor | GSK3 alpha inh | HSF1 inh | GSK3beta inhib | HSP90 inh | IEC-6 cytotox | AI-2 QS mod | KLF5 inh | aSyn 5UTR inh
Cc1ccc(S(=O)(=O)NC(C)(C)C)cc1C(=O)OC(C)C(=O)NC1CC1 (stereo unspecified) | -3 | i | -1 | -7 | 4 | · | · | 12 | · | 1
C=CCn1cc(CN2CCC(C(=O)Nc3cccc(-c4cccc(Cl)c4)c3)CC2)c(C)n1 | -3 | i | 7 | -8 | -4 | -1 | -6 | 4 | -16 | 18
CCOc1cc(NC(=S)Nc2cccc(OC)c2)c(OCC)cc1NC(=O)C(C)C | 6 | i | -3 | 4 | -1 | 10 | 0 | 12 | 14 | -28
Cc1ccc(N(C(C)C(=O)N2CCC(C)CC2)S(C)(=O)=O)cc1C (stereo unspecified) | 8 | i | 2 | 2 | 0 | -1 | -4 | 9 | -22 | -12
O=C(CSCc1cccc(Cl)c1)Nc1ccccc1-c1ccccc1 | 30 | i | -2 | 0 | -2 | 2 | -1 | 13 | 2 | 7
CCC(=O)Nc1ccc(C(=O)CSc2nnc(-c3ccc(NS(C)(=O)=O)cc3)n2C)cc1OC | -13 | i | 2 | -8 | 1 | 7 | 4 | 21 | -31 | 37
Cc1nc(C(F)(F)F)ccc1C(=O)Nc1ccccc1F | 9 | i | 3 | -3 | -8 | 2 | 5 | 31 | 14 | -17
Cc1cc(Cl)c(S(=O)(=O)N2CCCC2)cc1OCC(=O)NC1CCCCC1 | 1 | i | -1 | 5 | 0 | -3 | -3 | -4 | 7 | 8
Cn1c(=O)c2c(nc(-n3ccnc3)n2C)n(C)c1=O | 5 | i | 4 | -6 | -1 | -1 | -2 | 17 | -11 | 5
CCCC(=O)C1=C(O)C(C(=O)OC)C(C)(C)CC1=NCc1ccccc1 (stereo unspecified) | 19 | i | -2 | 3 | -1 | 3 | 0 | 6 | -20 | -4
O=C(NCc1cccnc1)c1cc(S(=O)(=O)N2CCOCC2)c(Cl)cc1Cl | -12 | i | -3 | -1 | 0 | · | · | 7 | · | 3
Cc1ccc(-c2n[nH]c(=O)c3ccccc23)cc1S(N)(=O)=O | -15 | i | 0 | -6 | 1 | -2 | 3 | 11 | -17 | 3
CC1CC(=O)N(CC(=O)NC2CCCCC2)c2ccccc2S1 (stereo unspecified) | 4 | i | 0 | -1 | 0 | -2 | -3 | 7 | 5 | -8
CCCCN(C(=O)CSCC(=O)Nc1cccc(C)c1)c1c(N)n(CCCC)c(=O)[nH]c1=O | 13 | i | -1 | -2 | 1 | · | · | 17 | · | 12
O=C(CSc1ncnc2c1oc1ccccc12)NCc1ccco1 | -9 | i | -2 | 2 | -2 | 2 | -1 | 13 | -16 | -50
Cc1cc(NC(=O)CSc2ccc3nnc(-c4cccs4)n3n2)no1 | 9 | i | 2 | 0 | -4 | -5 | -14 | 9 | -11 | -19
COC(=O)c1c(NC(=O)CSc2nc3ccccc3c(=O)n2Cc2ccco2)sc(C)c1C | 4 | i | -1 | 6 | 0 | 1 | 3 | 10 | 11 | 12
CCN(CC)c1ccc(NC(=O)c2ccc(NC(=O)C3CCCO3)cc2)c(C)c1 (stereo unspecified) | · | · | -1 | · | · | 0 | -6 | · | -25 | ·
COc1cc(OC)c2cc(C(=O)N[C@H](C(=O)N3CCC[C@H]3C(=O)O)C(C)C)n(C)c2c1 | 0 | i | -1 | 2 | -2 | 1 | 1 | 11 | -17 | 28
Cc1ccc(/C=c2\sc3nc(-c4cccs4)nn3c2=O)o1 | 11 | i | -2 | 4 | 2 | -2 | -3 | -4 | -2 | -20
O=C(NCc1ccncc1)NC12CC3CC(CC(C3)C1)C2 | -7 | i | 0 | -4 | 2 | -1 | 2 | 24 | -7 | 23
COc1ccc(S(=O)(=O)N2CCCCC2)cc1NC(=O)CSc1ncnc2ccccc12 | 32 | i | -1 | 14 | 1 | 2 | 2 | 26 | -18 | -12
Fc1cccc(/C=N/N=C/c2cccc(F)c2)c1 | 2 | i | -2 | -4 | 2 | 1 | 2 | 9 | 5 | -62
CCc1nnc(NC(=O)c2cc(-c3ccccn3)nc3ccccc23)s1 | -16 | i | -2 | -8 | 1 | -1 | 0 | 40 | -12 | 5
NC(=O)C1CCCN(C(=O)CCc2nnc(C3(c4ccc(Cl)cc4)CCC3)o2)C1 (stereo unspecified) | -2 | i | -2 | -3 | 5 | 0 | -5 | 28 | -61 | 7
CCOC(=O)C1=C(C)NC(=O)NC1c1ccc(Cl)cc1Cl (stereo unspecified) | 28 | i | 3 | 16 | -1 | 4 | 2 | 18 | -10 | 36
CCN1CCN(CC(O)COC(c2ccccc2)c2ccccc2)CC1 (stereo unspecified) | 2 | i | -2 | -2 | -1 | -2 | 0 | 1 | -22 | -11
COc1ccccc1C1SCCN1C(=O)c1ccc([N+](=O)[O-])cc1 (stereo unspecified) | 17 | i | · | -2 | 0 | 6 | 11 | 16 | -25 | 2
Cc1ccc2oc(-c3ccccc3C(=O)O)cc(=O)c2c1 | 1 | i | -3 | -3 | 3 | -3 | -4 | 9 | 3 | 13
COc1ccc(CNc2nc3nc(C)c(Cl)c(=O)n3[nH]2)cc1 | 1 | i | -3 | -3 | 1 | 4 | -1 | 23 | 13 | -6
Cc1ccc(C)c(CSc2nnc(C)c(=O)[nH]2)c1 | 14 | i | -4 | 4 | -2 | -3 | -3 | 8 | 14 | 12
CS(=O)(=O)N(CC(=O)Nc1ccc(CC#N)cc1)c1ccc(C23CC4CC(CC(C4)C2)C3)cc1 | 60* | i | 2 | 48 | 3 | 0 | -1 | 16 | 2 | -37
COc1ccc(C(=O)OCC(=O)NC(=O)NC2CCCC2)c(O)c1 | 5 | i | -5 | 5 | -1 | 0 | 1 | 4 | -3 | -12
O=C(CSc1ccccc1)Nc1ccc(C(=O)Nc2ccc(O)cc2)cc1 | -3 | i | · | 3 | -2 | 0 | -1 | 13 | -9 | -21
CCOC(=O)c1c(C)[nH]c(C)c1S(=O)(=O)N(C)CC(=O)Nc1cccc(C)c1 | 9 | i | -3 | 4 | -1 | -3 | 2 | 18 | -11 | 4
CCOC(=O)Cn1c(=O)c(-c2cc(Br)ccc2N)nc2ccccc21 | -14 | i | 1 | -1 | 1 | -3 | 13 | 23 | -20 | 8
O=C(Nc1ccc(S(=O)(=O)N2CCCC2)cc1)C1CCCCC1 | 6 | i | 0 | 0 | 0 | -4 | -2 | -83* | -1 | -7
CCCCNC(=O)CSc1nc(O)c(Cc2ccc(OC)cc2)c(=O)[nH]1 | -11 | i | 3 | 4 | 0 | 2 | 8 | 14 | -6 | -17
CCOc1ccc(NC(=O)c2cccc3ccccc23)cc1 | 8 | i | -5 | 16 | · | 2 | 22* | · | -17 | -318
CC1(C)c2[nH]c3ccccc3c2C[C@@H]2C(=O)N(c3ccc(F)cc3F)C(=O)N21 | 13 | i | 0 | 2 | -4 | · | · | 12 | · | -3
CCOc1[nH]n(-c2ccc(Cl)cc2)c(=O)c1C=Nc1ccc(Cl)cc1 | 0 | i | -1 | 5 | 1 | 0 | -6 | 11 | 1 | -26

Screening results (PubChem)

The list is partial; rates above refer to the full screens.
